esBAF inh: SWI/SNF esBAF complex inhibition | mouse ES cells, Bmi1-luciferase knock-in reporter, 24 h; 100% = twice the neutral-well signal | reporter increase, % at 12.5 µM | hit rate 2% among 350,000 | AID 602393; in the data active means activation above about 40%;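 further: 0% = median of the plate's neutral control wells and 100% = double that signal; a rise in the Bmi1 reporter signal indicates esBAF inhibition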
ARNT-TACC3 inh: disrupts binding between human ARNT and TACC3; Q9Y6A5; AlphaScreen His-ARNT PAS-B/GST-TACC3 binding, luminescence; TACC3 fragment carries E629A point mutation; inhibition, % at 9.99 µM; hit rate 0.66% among 390,000;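 active means mean inhibition of replicates at least 50% and at least half of replicates each reaching 50%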;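 further: 0% = complete ARNT plus TACC3 wells and 100% = ARNT alone without TACC3; many hits fall short of the cut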
ERp5 block: inhibitors of human ERp5. inhibition, % at 9.99 µM. hit rate 0.05% among 350,000. ERp5 insulin aggregation, absorbance 650 nm, 90 min;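 active means mean replicate inhibition above about 25%, with every replicate also reaching it, limit read from the data, passing the limit was not always enough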
Target sequence (Q15084 whole entry, looked up): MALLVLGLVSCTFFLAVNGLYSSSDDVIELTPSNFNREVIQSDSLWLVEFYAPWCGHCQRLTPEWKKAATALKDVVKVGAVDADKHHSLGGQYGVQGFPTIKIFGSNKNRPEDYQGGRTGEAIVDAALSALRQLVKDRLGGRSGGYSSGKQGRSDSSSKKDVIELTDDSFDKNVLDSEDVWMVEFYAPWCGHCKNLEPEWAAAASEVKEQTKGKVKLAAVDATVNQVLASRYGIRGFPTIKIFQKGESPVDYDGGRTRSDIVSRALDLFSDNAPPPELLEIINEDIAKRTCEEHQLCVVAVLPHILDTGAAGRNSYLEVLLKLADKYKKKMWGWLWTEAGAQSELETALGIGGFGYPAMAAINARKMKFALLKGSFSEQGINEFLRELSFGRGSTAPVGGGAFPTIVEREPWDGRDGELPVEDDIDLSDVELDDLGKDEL
SIRT5 block: blocks human SIRT5 desuccinylation of peptide | hit rate 1.1% among 330,000 | inhibition, % at 15 µM | Q9NXA8 | Purified SirT5, succinyl-peptide AMC, trypsin-coupled fluorescence | AID 652115; in the data active means inhibition above about 15%
Target sequence (Q9NXA8 whole entry, looked up): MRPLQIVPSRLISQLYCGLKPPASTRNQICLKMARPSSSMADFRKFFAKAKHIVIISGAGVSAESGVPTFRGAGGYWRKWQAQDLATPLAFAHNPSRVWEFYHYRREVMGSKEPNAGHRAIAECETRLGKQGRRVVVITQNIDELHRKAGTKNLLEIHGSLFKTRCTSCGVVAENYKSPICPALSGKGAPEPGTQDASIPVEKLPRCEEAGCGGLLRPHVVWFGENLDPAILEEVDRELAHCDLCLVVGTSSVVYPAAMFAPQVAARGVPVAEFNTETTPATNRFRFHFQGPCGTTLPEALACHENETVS
Cneo AK release: causes C. neoformans cell lysis. lysis activity, % at 15 µM. adenylate kinase release luminescence, 4 h; normalised: neutral wells 0, clomiphene wells 100. AID 651654. hit rate 0.2% among 360,000;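 active means mean lysis activity across replicates of at least 80%, whatever share of replicates individually reach that level; inactive means mean lysis activity below 80%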
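Test system: log-phase Cryptococcus neoformans yeast cells. Input: 5 × 10^6 yeast cells/mL. Medium: fresh YPD growth medium. Doses: single dose. Incubation: static 4 h at 37 °C with compound, 1 h detection. Measured by: luminescent adenylate kinase detection reagent. Read-out: signal increase indicating cell lysis. Benchmarks: Clomiphene.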
Statin myotox sup: suppressors of simvastatin-induced myotoxicity in C2C12 myotubes; hit rate 0.78% among 330,000; rescue of ATP level, % at 7.49 µM; ATP luminescence, 48 h; scaled: DMSO 0, geranylgeraniol control 100;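 active means mean ATP rescue above about 67%, or every replicate alone reaching that limit, limit read from the data, passing the limit was not always enough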;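 further: myotubes were challenged with 10 µM simvastatin during compound exposure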
miR122 inh: inhibitors of miR-122 in Huh7 cells; Huh7 miR-122 Renilla luciferase sensor, 48 h; neutral wells = 0, positive control = 100; AID 602342; hit rate 0.3% among 340,000; activation (reporter increase), % at 12.5 µM;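 active means mean replicate activation score at least 90 and every replicate individually at or above 90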;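 further: higher luciferase means less miR-122 activity so hits act as miR-122 inhibitors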
An asterisk follows results filed as active; x = not tested or not shown; [ ] = dose if it differs, or a comment.

Structure,esBAF inh,ARNT-TACC3 inh,ERp5 block,SIRT5 block,Cneo AK release,Statin myotox sup,miR122 inh
C[C@H](CO)N1C[C@H](C)[C@H](CN(C)Cc2ccccc2)Oc2cc(-c3ccncc3)ccc2S1(=O)=O,-6,5,6,8,1,x,3[16.7 µM]
O=C(Nc1nnc(Cc2ccc(Cl)cc2)s1)c1cccnc1,-4,3,2,-6,x,0,-6
O=C(CSc1nc(=O)n2ccccc2n1)OCc1ccccc1,5,-5,-2,0,-2,11,x
CC(NC(=O)CSc1nnc(-c2cc3cc(Cl)ccc3o2)n1C)c1ccccc1 (configuration not stated),7,-3,x,x,-1,x,20
O=C(NCC[C@H]1CC[C@H](NC(=O)C2CCOCC2)[C@H](CO)O1)c1cc(Cl)cc(Cl)c1,6,-1,1,2,-7,9,x
CCOc1cccc(OCCOc2ccccc2[N+](=O)[O-])c1,80*,-13,x,x,-2,-29,-1
C[C@@]12CCC3[C@@](CCC4[C@@]3(C)CCC[C@@]4(C)C(=O)NC3CCCCC3)(CC1=O)C2 (some centres not stated),-3,3,4,2,1,-7,-7
COc1ccc2nc(SCC(=O)Nc3cc(C)on3)c(C#N)cc2c1,-8,-4,-1,-2,4,-76,-3
NC(=O)CN1C(=O)C2C3CCC(C3)C2C1=O (configuration not stated),-2,x,0,-6,-2,2,-2
Nn1cc(-c2ccccc2)nc1SCC(=O)N1CCN(S(=O)(=O)c2ccc3ccccc3c2)CC1,6,0,x,x,x,10,-14
O=C(CCN1CCCCC1)N[C@@H]1CC[C@@H](CCNS(=O)(=O)c2ccc(Cl)cc2)O[C@H]1CO,3,-5,1,0,3,6,x
CC(C(=O)N1CCc2ccccc21)N1CCN(c2cccc(C(F)(F)F)c2)CC1 (configuration not stated),-4,-6,0,-1,2,9,x
CCCCn1c(SCC(=O)Nc2cc(C(F)(F)F)ccc2Cl)nnc1C(CC)N(C)C (configuration not stated),-5,1,-1,3,1,0,-2
CCC(Sc1nc2c(cnn2-c2ccc(Cl)cc2)c(=O)[nH]1)C(=O)OC (configuration not stated),2,-3,10,-1,-2,-6,-3
C[C@@H]1CCCCO[C@@H](CN(C)C(=O)Nc2ccc(F)cc2)[C@H](C)CN([C@H](C)CO)C(=O)c2cc(NS(=O)(=O)c3cn(C)cn3)ccc2O1,3,8,-5,2,59,x,1[16.7 µM]
C[C@@H]1CCCCO[C@H](CN(C)Cc2ccc(C(F)(F)F)cc2)[C@H](C)CN([C@H](C)CO)C(=O)c2cc(NC(=O)CCC(F)(F)F)ccc2O1,-2,4,4,9,0,7,-11[16.7 µM]
C[C@@H]1CN([C@@H](C)CO)C(=O)c2cc(NC(=O)NC3CCCCC3)ccc2O[C@@H](C)CCCCO[C@H]1CN(C)S(=O)(=O)c1ccc(F)cc1,-1,2,-4,5,1,x,-5[16.7 µM]
CC(=O)N(c1ccc(N(C(C)=O)S(=O)(=O)c2cccs2)cc1)S(=O)(=O)c1cccs1,-9,-3,x,x,5,-1,32
Cc1cc(=O)oc(C)c1C(=O)Nc1cccc(F)c1,x,-31,2,-2,-3,x,0
Clc1ccc(-c2nc(Cc3ccccc3Cl)no2)cc1,32,8,x,x,-1,-13,-2
CCN1CCN(C(=S)NC(=O)c2cccc(Br)c2)CC1,-2,-11,-5,-4,8,3,3
C[C@H]1CN([C@@H](C)CO)S(=O)(=O)c2ccc(-c3ccncc3)cc2O[C@H]1CN(C)Cc1cccnc1,-5,-2,-5,-5,-2,-2,-7[16.7 µM]
O=C1CCC(c2ccccc2)N1C(=O)c1cccnc1 (configuration not stated),1,-11,5,0,6,2,-8
O=c1c2ccccc2nnn1-c1ccccc1[N+](=O)[O-],x,x,1,-1,0,x,x
O=S(=O)(c1ccc2oc3ccc(S(=O)(=O)N4CCCCC4)cc3c2c1)N1CCCCC1,3,1,x,x,0,5,24
Cc1cnc(C(=O)NC2CC(C)(C)Cc3c2cnn3-c2ccccc2)cn1 (configuration not stated),-9,-3,10,-1,-2,-8,4
CCN(CC)C(=O)C1CCN(Cc2cn(C)nc2-c2ccc(Oc3ccccc3)cc2)CC1,x,7,-6,-4,x,x,x
CCCn1c2c(c(O)c(C(=O)NCc3ccccc3)c1=O)CCCC2,-6,-2,x,x,-8,-19,-1
O=C(Nc1ccc(F)c(F)c1)C1CCCN(S(=O)(=O)c2cccc3nonc23)C1 (configuration not stated),-4,x,-1,-3,2,-2,3
CCc1nccn1CCC(=O)N1CCCC(Nc2ccc(C(C)C)cc2)C1 (configuration not stated),-6,8,6,-4,18,0,15
COc1ccccc1NS(=O)(=O)c1cccc(C(=O)N/N=C/c2ccc(NC(C)=O)cc2)c1,x,2,-1,-7,x,x,x
CN(C)c1ccc(/C=C2\C(=N)N3N=C(CC(=O)N4CCCCC4)SC3=NC2=O)cc1,6,-18,-1,-4,5,-4,-8
CCS(=O)(=O)N1CCC(C(=O)Oc2ccccc2Cl)CC1,-6,9,-2,3,0,-7,-3
COc1cccc(S(=O)(=O)N(C)C[C@H]2Oc3cc(C4=CCCC4)ccc3S(=O)(=O)N([C@@H](C)CO)C[C@@H]2C)c1,4,0,4,21*,-2,-76,27[16.7 µM]
COc1cccc(NC(=O)CCCn2c(=S)[nH]c3ccccc3c2=O)c1,3,-6,x,x,-1,-2,17
COC(=O)c1ccc(Cn2nnc3c(=O)[nH]c(C4CCCN(S(=O)(=O)c5cccc(Cl)c5)C4)nc32)cc1 (configuration not stated),1,-6,1,0,0,1,-5
COc1cc(/C=C/C(=O)c2ccc([N+](=O)[O-])o2)ccc1O,-65,-39,4,x,-4,16,x
Cc1noc(C)c1NC(=O)Nc1ccc2c(c1)C(=O)N([C@@H](C)CO)C[C@@H](C)[C@H](CN(C)Cc1ccc(Cl)c(Cl)c1)OCCCC[C@H](C)O2,0,37,-3,7,0,x,-10[16.7 µM]
C/C(=N\N=C(N)N)c1ccc(Cl)cc1Cl,x,3,7,-5,x,x,-3
CC(NC(=O)c1cccc(N2CCCC2=O)c1)c1ccc2c(c1)OCCO2 (configuration not stated),3,-10,x,x,2,x,2
CC(C)C(=O)Nc1ccc2c(c1)C(=O)N(C)[C@H]1CC[C@@H](CC(=O)N[C@@H](C)c3ccccc3)O[C@H]1CO2,2,x,x,x,5,4,40[16.7 µM]
Cc1sc2c(c1C)c(=O)n(-c1ccccc1)c(=O)n2CC(=O)NCC1CCCO1 (configuration not stated),-7,-6,2,-5,x,12,-3
C=CCC[C@H](Cc1ccc(F)cc1)C(=O)OC[C@H](C)NC(=O)[C@@H](CC=C)CC(=O)N[C@H](CO)Cc1ccccc1,18,-22,-3,x,-2,5,1
CCCn1nnc(NC(=O)c2cccc(OCC)c2)n1,19,-2,2,1,-3,-2,-3
Cc1cc(C(=O)NNC(=O)Nc2ccc(Cl)cc2)no1,x,-4,-18,1,0,x,7
Cn1cnc(S(=O)(=O)N2C[C@@H](O)COC[C@H]3O[C@H](CC(=O)NCc4ccc(F)cc4)CC[C@@H]32)c1,-2,9,-4,1,-1,-8,0[16.7 µM]
COCC#Cc1ccc([C@H]2[C@H](CO)N3CCCCN(C(=O)COC)C[C@@H]23)cc1,x,0,6,-4,-3,x,3[16.7 µM]
Cc1ccc(NC(=O)CSc2nnc(Cn3cnc4ccccc43)o2)c(C)c1,-5,-3,x,x,2,-3,-8
Cc1ccc(S(=O)(=O)Nc2cccc3c2O[C@@H](CN(C)Cc2ccc(C(F)(F)F)cc2)[C@H](C)CN([C@H](C)CO)C3=O)cc1,-1,0,-4,8,-1,101*,75[16.7 µM]
CSCCC(NC(=O)C1CCC(C)CC1)C(=O)NCc1ccco1 (configuration not stated),-4,2,x,x,0,-4,18
COc1ccc(OC)c(S(=O)(=O)NCc2ccc(N3CCN(C)CC3)cc2)c1,6,7,5,0,3,1,x
CC(C)Oc1cc(S(=O)(=O)N2CCCCC2)ccc1N,3,-4,4,-1,1,2,7
CCN(CC(=O)Nc1c(F)cccc1F)C(=O)c1nc2nccc(C)n2n1,-3,-4,-10,-3,1,17,-3
C=C(C)Cn1c(SCC(=O)N/N=C/c2ccccc2)nc2ccccc2c1=O,0,6,6,-4,-7,5,-1
C[C@H]1CN([C@@H](C)CO)C(=O)c2cc(NC(=O)Cc3ccccc3)ccc2O[C@H]1CN(C)C(=O)NC1CCCCC1,-3,-5,2,4,-2,-1,-1[16.7 µM]
CCN(C(=O)c1cc(Cl)ccc1OC)c1ccccc1C,6,-10,x,x,1,x,-2
COc1cccc(-c2cccc3c2NC(=O)C3(C)Cc2ccccc2F)c1 (configuration not stated),5,x,5,x,0,-11,1
Cc1ccccc1S(=O)(=O)N1C[C@H](O)COC[C@@H]2O[C@@H](CC(=O)N3CCCCC3)CC[C@H]21,-4,10,12,6,-6,-9,7[16.7 µM]
COc1ccccc1NC(=O)CCN1CCN(c2ccc(Cl)cc2)CC1,-5,-5,2,9,2,8,1
O=C(NNc1c(F)c(F)cc(F)c1F)c1ccco1,-6,-3,2,-2,0,14,0

Looked up above:
miR122 inh result of CCS(=O)(=O)N1CCC(C(=O)Oc2ccccc2Cl)CC1 → -3
miR122 inh result of CC(=O)N(c1ccc(N(C(C)=O)S(=O)(=O)c2cccs2)cc1)S(=O)(=O)c1cccs1 → 32
esBAF inh result of Cc1noc(C)c1NC(=O)Nc1ccc2c(c1)C(=O)N([C@@H](C)CO)C[C@@H](C)[C@H](CN(C)Cc1ccc(Cl)c(Cl)c1)OCCCC[C@H](C)O2 → 0
ARNT-TACC3 inh result of COc1ccc(OC)c(S(=O)(=O)NCc2ccc(N3CCN(C)CC3)cc2)c1 → 7

Sorted by molecular weight (smallest number first): part of the list above.
Structure,esBAF inh,ARNT-TACC3 inh,ERp5 block,SIRT5 block,Cneo AK release,Statin myotox sup,miR122 inh
CC(NC(=O)c1cccc(N2CCCC2=O)c1)c1ccc2c(c1)OCCO2 (configuration not stated),3,-10,x,x,2,x,2
CCN(CC(=O)Nc1c(F)cccc1F)C(=O)c1nc2nccc(C)n2n1,-3,-4,-10,-3,1,17,-3
Cc1ccc(NC(=O)CSc2nnc(Cn3cnc4ccccc43)o2)c(C)c1,-5,-3,x,x,2,-3,-8

(further entries)
Structure,esBAF inh,ARNT-TACC3 inh,ERp5 block,SIRT5 block,Cneo AK release,Statin myotox sup,miR122 inh
CCOC(=O)c1ccc(NC(=O)c2nc[nH]c2C(=O)N[C@@H](C)CO)cc1,-1,x,8,x,-2,0,4
CN1C2CCC1CC(NC(=O)c1ccc(Cl)cc1)C2 (configuration not stated),2,-2,2,2,1,4,0
NC(=O)c1c(/N=C/c2cccs2)sc2c1CCCC2,x,x,6,2,0,x,-1
O=C(C[C@@H]1CC[C@H]2[C@@H](COC[C@@H](O)CN2C(=O)c2ccncc2)O1)NC1Cc2ccccc2C1,3,-9,4,0,-1,-18,-2[16.7 µM]
Cc1noc(C)c1S(=O)(=O)Nc1cccc2c1O[C@H](CN(C)C(=O)Nc1ccc(F)cc1)[C@H](C)CN([C@@H](C)CO)C2=O,0,3,7,7,-1,18,2[16.7 µM]
Cn1c(=O)c(C(=O)NCc2ccc(F)cc2)c(O)c2ccccc21,3,-8,-8,-2,-1,19,-5
CCn1c(SCC(=O)NC(C)(C)C)nc(O)cc1=O,10,-3,x,x,-4,-9,-7
CC1(C(=O)NCCC(F)(F)F)Cc2c(-c3cccc(C(F)(F)F)c3)ccnc2O1 (configuration not stated),-9,x,-9,0,-1,-24,13
CCCCN1C[C@H](c2ccc(Br)cc2)[C@@H](CC(=O)Nc2ccc(Br)cc2)C1=O,-7,x,8,-3,x,3,38
CO[C@@H]1CN(C)C(=O)c2ccc(NS(=O)(=O)c3ccc(C)cc3)cc2OC[C@H](C)N(C)C[C@H]1C,3,-9,0,-1,0,1,1[16.7 µM]
COc1ccc(OC)c(C(=O)NC(CC(N)=O)c2ccc(N3CCCCCC3)c([N+](=O)[O-])c2)c1 (configuration not stated),4,1,1,4,-2,-5,x
CCC(C(=O)OC)n1cnc2c(cnn2-c2ccc(Cl)cc2)c1=O (configuration not stated),4,1,x,x,2,6,-2
CCOc1ccc2[nH]c(=O)c(CN(CCO)C(=O)CC)cc2c1,-3,-9,x,x,-1,11,5

Compound activity as filed in PubChem BioAssay.

An unsorted share of the library, and some 4% of all compounds hit somewhere here.
